Screening data (PubChem BioAssay)
aSyn yeast inh: qHTS of alpha-syn Inhibitors. Yeast expressing alpha-synuclein, growth rescue, BacTiter-Glo, 24 h. Potency, µM (doses to about 46.1 µM), inactives show top-dose growth rescue (activation), usual class: activators. hit rate 0.14% among 370,000. AID 652106, 2013; also: potency is read from the fitted curve at half-maximal effect; % of control where 0% means no effect; nearly all actives have a fitted effect of over 65% in size
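Rescue of yeast growth: cells expressing toxic alpha-synuclein, induced in galactose at OD600 0.02, incubated with compound 24 h at 30 C. ATP luminescence quantified growth; inhibitors of toxicity appear as activators.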
FUS yeast rescue: qHTS for Suppressors of FUS Proteinopathy: Primary screen using FUS-linked yeast assay; S. cerevisiae FUS-expressing, growth rescue, OD600, 24 h; Potency, µM (series often up to 76.6 µM), inactives show top-dose growth rescue (activation), most hits filed as activators; hit rate 0.24% among 390,000; AID 1347120, 2019;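 also: potency is read from the fitted curve at half-maximal effect; plate controls were DMSO vehicle for no effect and reference control for full effect; nearly all actives have a fitted effect of over 55% in size; some results filed as inactive show a strong effect at the top dose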
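Quantitative HTS measuring growth restoration of FUS-toxic yeast. Galactose-induced cells (OD 0.005) were exposed 24hr at 30C to compounds at several concentrations, then absorbance at 600 nm was recorded.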
IL-2 act: qHTS of IL-2 Activators | activation, % (series mostly up to about 46 µM) | IL-2 activation reporter assay, cell-based qHTS; stimulated with anti-CD3/CD4/CD28 beads; in transgenic mouse T cells | hit rate 0.065% among 360,000; in the data active = activation above about 50%; inconclusive = mostly about 30% to 49%; also: 0% is about no effect
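Unstimulated transgenic mouse T cells; 60-min compound exposure; bead-based TCR/CD4/CD28 stimulation; 18 h culture, 37 degrees C; dual fluorescence (EGFP, DsRed) plate cytometry.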
EPAC1 antagonist: qHTS for Antagonist of cAMP-regulated guanine nucleotide exchange factor 3 (EPAC1): primary screen; hit rate 0.14% among 360,000; Rap guanine nucleotide exchange factor 3 (Homo sapiens), O95398; EPAC1 GEF assay, Rap1b-BODIPY-GDP exchange fluorescence; Potency, µM (doses to about 115 µM), without a hit: at the top dose activity change, negative = inhibition, actives largely listed as inhibitors;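 also: potency is read from the fitted curve at half-maximal effect; plate controls were vehicle for no effect and positive control for full effect; nearly all actives have a fitted effect of over 50% in size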
PLK1 PBD inh: qHTS for Inhibitors of PLK1-PDB (polo-like kinase 1 - polo-box domain): Primary Screen. Serine/threonine-protein kinase PLK1 (Homo sapiens), P53350. Plk1 PBD binding of FITC phosphopeptide, fluorescence polarization. Potency, µM, inactives show max response, negative = inhibition, actives largely listed as inhibitors. hit rate 2.8% among 360,000. AID 720504, 2013; also: potency is read from the fitted curve at half-maximal effect; series mostly up to about 57 µM; % is scaled to controls: 0 for no effect and ±100 for the full control effect; nearly all actives have a fitted effect of over 65% in size
Target sequence (P53350 whole entry, looked up, the tested form may be a part): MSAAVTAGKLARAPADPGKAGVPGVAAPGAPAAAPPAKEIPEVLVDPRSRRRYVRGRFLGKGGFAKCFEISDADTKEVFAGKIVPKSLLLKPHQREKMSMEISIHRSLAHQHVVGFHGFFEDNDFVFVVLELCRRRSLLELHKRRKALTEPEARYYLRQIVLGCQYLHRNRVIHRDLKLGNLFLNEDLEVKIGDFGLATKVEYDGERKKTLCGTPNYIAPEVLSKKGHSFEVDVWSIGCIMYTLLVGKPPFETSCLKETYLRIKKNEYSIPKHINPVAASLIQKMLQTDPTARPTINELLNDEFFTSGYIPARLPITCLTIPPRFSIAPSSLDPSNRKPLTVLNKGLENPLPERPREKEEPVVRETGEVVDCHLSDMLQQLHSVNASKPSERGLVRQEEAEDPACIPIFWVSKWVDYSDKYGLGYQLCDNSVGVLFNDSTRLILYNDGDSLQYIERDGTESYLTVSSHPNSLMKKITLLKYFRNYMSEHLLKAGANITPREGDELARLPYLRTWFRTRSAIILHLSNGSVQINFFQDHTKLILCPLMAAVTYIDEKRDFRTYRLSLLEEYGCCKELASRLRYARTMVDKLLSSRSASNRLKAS
Abeta rescue: qHTS for compounds that reverse cellular toxicity of Amyloid beta (A-beta) peptide in yeast: Primary Screen | yeast expressing A-beta42, growth rescue, OD600, 48 h; response scale: 0% DMSO, 100% iron-clioquinol control | Potency, µM (highest dose often 46.1 µM), for inactives: at the top dose growth rescue, hits mostly activators | hit rate 0.063% among 410,000; also: potency is read from the fitted curve at half-maximal effect; nearly all actives have a fitted effect of over 55% in size
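Growth rescue measured by 600 nm absorbance after 48 h yeast culture at 30 C with compound. Values normalized between DMSO and an equimolar ferric chloride plus clioquinol control.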
WRN helicase inh: qHTS for Inhibitors of WRN Helicase; Bifunctional 3'-5' exonuclease/ATP-dependent helicase WRN (Homo sapiens), Q14191; WRN helicase unwinding, fluorescent forked duplex, kinetic; Potency, µM (top dose mostly 114 µM), for inactives: at the highest dose activity change, negative = inhibition, most hits filed as inhibitors; hit rate 0.46% among 360,000; also: potency is read from the fitted curve at half-maximal effect; % is scaled to controls: 0 for no effect and ±100 for the full control effect; nearly all actives have a fitted effect of over 55% in size
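Enzyme (20 nM final) and test compound sit together 15 min at room temperature before substrate addition. Substrate is a single-forked duplex oligonucleotide (100 nM) labelled with fluorophore and quencher, with 2 mM ATP; helicase unwinding raises red fluorescence, read kinetically.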
PI5P4K alpha inh: qHTS for Inhibitors of phosphatidylinositol 5-phosphate 4-kinase (PI5P4K); Phosphatidylinositol 5-phosphate 4-kinase type-2 alpha (Homo sapiens), P48426; PI5P4Kalpha enzyme, ADP-Glo luminescence, 60 min; hits give low values; max response, %; hit rate 1.2% among 330,000; AID 652105, 2013; active = max response of -50% or lower; inconclusive = between -30% and -50%; inactive = -30% or higher; also: value at the top dose of about 77 µM; % is scaled to controls: 0 for no effect and ±100 for the full control effect
Target sequence (P48426 whole entry, looked up): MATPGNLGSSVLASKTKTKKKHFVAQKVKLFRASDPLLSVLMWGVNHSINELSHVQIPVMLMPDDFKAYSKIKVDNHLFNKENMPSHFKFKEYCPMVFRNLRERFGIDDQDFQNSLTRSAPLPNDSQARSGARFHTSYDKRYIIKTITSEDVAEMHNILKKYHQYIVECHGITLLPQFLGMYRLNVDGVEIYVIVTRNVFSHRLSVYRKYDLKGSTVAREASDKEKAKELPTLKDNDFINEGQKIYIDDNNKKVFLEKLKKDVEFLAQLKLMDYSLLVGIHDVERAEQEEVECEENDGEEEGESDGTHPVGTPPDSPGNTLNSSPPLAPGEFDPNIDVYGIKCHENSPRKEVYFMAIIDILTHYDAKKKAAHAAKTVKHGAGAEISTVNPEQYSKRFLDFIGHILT
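Luminescence from ADP-Glo served as readout of PI5P4Kalpha activity in a qHTS format. Reaction: enzyme, substrate, compound, ATP at 5 microM final, 60 min at RT.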
EPAC1 agonist: qHTS for Agonist of cAMP-regulated guanine nucleotide exchange factor 3 (EPAC1): primary screen; Rap guanine nucleotide exchange factor 3 (Homo sapiens), O95398; EPAC1 agonist qHTS, biochemical assay; response scale: 100% = response to 6.5 mM cAMP; Potency, µM (series often up to 154 µM), for the others: at the top dose activation, actives largely listed as activators; hit rate 0.073% among 360,000; AID 720707, 2013; also: potency is read from the fitted curve at half-maximal effect; nearly all actives have a fitted effect of over 60% in size
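Normalized to 6.5 mM cAMP, activity reflects EPAC1-catalysed release of BODIPY-GDP from Rap1B, followed kinetically over 30 min at 480 nm excitation, 540 nm emission. Reaction contained 100 nM EPAC1, 250 nM Rap1B-BODIPY-GDP, 50 uM GDP.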
Starred values were filed as active, the others as inactive; ? = inconclusive; · = no result given; & = joins results of further samples; [ ] = remark or other dose. Unless noted, calls follow the shape of the dose curve; as a rule, active = well fitted curve in the direction sought with a large enough effect; inconclusive = small, poorly fitted or top-dose-only effect, or another doubt; inactive = no such curve, though single readings can be large; an effect the other way counts as inactive or inconclusive. Compounds were not picked by outcome; 4.1% or so of the library scored in one or more.

Molecule,PI5P4K alpha inh,Abeta rescue,FUS yeast rescue,aSyn yeast inh,PLK1 PBD inh,WRN helicase inh,IL-2 act,EPAC1 agonist,EPAC1 antagonist
S=c1[nH]nc(-c2cccs2)n1/N=C/c1cn(-c2ccccc2)nc1-c1ccccc1,-8,0%,28%,11%,-17%,-5%,3.9,8%,-14%
COc1ccc(C(=O)OC/C(O)=C(\C#N)c2nc3ccccc3[nH]2)cc1S(=O)(=O)N1CCOCC1,1,14%,?,-4%,1%,-19%,-2.0,-1%,-5%
CCCCNC(=O)CCn1nc(-c2ccc(Cl)cc2)c2ccccc2c1=O,-6,12%&-13%,-4%&27%,16%,-5%,?,1.7,2%,12%
O=C(OCCN1CCOCC1)c1cccc(F)c1,-6,-1%,4%,-4%,-12%,5%,1.2,10%,-10%
COc1ccc(NC(=O)c2coc(C)c2)cc1,-3,0%,10%,14%,-8%,13%,0.2,8%,19%
CCc1ccccc1NC(=O)c1cc(C)no1,-3,0%,-21%,2%,0%,-2%,0.4,14%,13%
N=c1c(C(=O)NCCc2ccccc2)cc2c(=O)n3ccccc3nc2n1Cc1ccco1,-15,-1%,-4%,7%,-17%,-3%,0.1,1%,7%
Cc1ccc(S(=O)(=O)N(C)c2ccccc2C(=O)N2CCOCC2)cc1,-1,-22%,·,-2%,-4%,-19%,-3.0,5%,6%
O=[N+]([O-])c1cc(CN2CCCCCC2)ccc1O,1,-18%,15%,-7%,-6%,-29%,2.7,1%,-25%
N#Cc1ccccc1Cn1c(=O)n(CCCC(=O)NCc2ccc3c(c2)OCO3)c(=O)c2ccccc21,2,0%,6%,3%,2%,5%,-2.0,0%,-5%
CCOC(=O)NNC1CC(=O)N(c2ccc(OC)cc2)C1=O (configuration not stated),·,0%,14%,1%,-9%,3%,1.1,10%,9%
Cc1cccc(NC(=S)NCc2ccccc2Cl)c1C,-6,?,-20%,2%,-12%,-1%,1.9,10%,-5%
COc1ccc(OCCn2cc(C=O)c3ccccc32)cc1,-4,-28%,5%,-8%,-3%,-14%,-0.2,1%,-4%
Cc1ccc(-c2cc(C(=O)O)c3cc(Br)ccc3n2)s1,0&3,-66%&-25%[inhibitor],-29%&9%,-25%&-3%,-8%&-12%,-7%&-4%,-0.8&-4.0,4%&-5%,-4%&-5%
CN(CC(=O)Nn1cnnc1)S(=O)(=O)c1cc(Cl)ccc1Cl,·,5%,12%,1%,-4%,0%,-1.6,3%,-4%
Cc1ccc(S(=O)(=O)N(CCC(=O)NCC(c2ccccc2)N(C)C)c2ccccc2)cc1 (configuration not stated),-3,3%,·,-1%,2%,6%,-0.8,2%,9%
NS(=O)(=O)c1ccc(CCNC(=O)c2cc3ccccc3oc2=O)cc1,-14,1%,9%,-1%,-9%,0%,0.5,-1%,-11%
CC1CCCC(NC(=O)CSc2nnc(N)s2)C1C (configuration not stated),-7,4%,12%,1%,-3%,-2%,-0.8,7%,4%
CSCC[C@H](NC(=O)[C@H]1CC[C@H](CNC(=O)[C@@H]2CCCN2)CC1)C(=O)O,-2,9%,-34%,-2%,-4%,-6%,-0.4,10%,-8%
CCCn1c(SCC(=O)N2CC(=O)Nc3ccccc32)n[nH]c1=O,2,11%,6%,1%,2%,6%,1.3,3%,6%
Cc1csc(NC(=O)NCC2CCCC(CNC(=O)Nc3nc(C)cs3)C2)n1 (configuration not stated),-9,7%,?,1%,-7%,-8%,-0.2,7%,-3%
Cc1cc2oc(=O)cc(-c3ccccc3)c2c(C)c1-c1ccc(CO)cc1,-7,-20%,39%,-15%,0%,-4%,-0.1,-3%,-1%
Cc1nn(-c2ccccc2)c2nc3c(cc12)C(=O)CCC3,-1,-3%,·,14%,-9%,-8%,0.8,-16%,-21%
CC1CCCCN1C(=O)c1ccc(C(=O)Nc2ccc(F)cc2)cc1 (configuration not stated),-1,-8%,-1%,13%,3%,-2%,-1.5,-14%,4%
O=C(Cn1nnc(-c2ccccc2NC(=O)c2ccccc2F)n1)NCc1ccco1,-3,?,13%,-8%,-1%,0%,-3.2,-8%,7%

Following part:
Molecule,PI5P4K alpha inh,Abeta rescue,FUS yeast rescue,aSyn yeast inh,PLK1 PBD inh,WRN helicase inh,IL-2 act,EPAC1 agonist,EPAC1 antagonist
CCN1/C(=C/c2ccc3ccc(C)cc3[n+]2CC)Sc2ccccc21,-9,-96%[inhibitor],21%,-78%[inhibitor],7%,-35%,26,-7%,0%
Cc1cc(C(=O)Nc2ccc(Cl)cc2)c(C)n1Cc1cccs1,-26,-17%,16%,-1%,?,2%[11.6 µM],-6.6,-2%,-21%
Cc1ccc2nc(/N=C(\N)NC(=O)N3c4ccccc4Sc4ccccc43)nc(C)c2c1,2,8%,-27%,-1%,9%,-12%,0.3,11%,-4%
O=C(COC(=O)c1cccnc1)Nc1ccccc1,9,-11%,-3%,-2%,-8%,-3%,0.4,1%,8%
Cc1ccc(/C=N/NC(=O)c2cccs2)s1,0,-9%,-22%,-7%,-10%,1%,1.3,8%,7%
NC(=O)N/N=C/c1cn(-c2ccccc2)nc1-c1cccs1,1,-15%,-1%,-13%,2%,-10%,3.7,-6%,-21%
Cc1cccc(-n2c(SCC(N)=O)nc3c(c2=O)C2(CCCCC2)Cc2ccccc2-3)c1,37,-2%,?,8%,-4%,-3%,0.2,12%,-13%
CCOc1ccc(C2NC(=O)CCC2[N+](=O)[O-])cc1 (configuration not stated),-5,-7%,-6%,-2%,-10%,-30%,3.5,-9%,6%
CC(C(=O)Nc1ccc(S(N)(=O)=O)cc1)N1CCc2ccccc21 (configuration not stated),-3,3%,5%,-7%,-7%,-30%,-1.7,5%,-3%
CCOCCCNC(=O)N[C@H](C(=O)OC)C(C)CC (some centres not stated),-1,9%,-4%,0%,-15%,-15%,1.4,-3%,-30%
O=Cc1c(NCCN2CCCC2)c2ccccc2[nH]c1=O,-3,6%,-2%,5%,-9%,-10%,0.8,2%,-4%
O=C1c2ccccc2CN1CCNC(=S)NC1CCCCC1,1,-14%,13%,2%,4%,2%,-0.2,-10%,4%
Cc1ccccc1OCCCCCNCCO,·,0%,10%,-7%,0%,-3%,1.6,-4%,16%
COC(=O)c1ccc(COc2ccccc2OC)o1,-1,8%,-28%,8%,8%,-9%,-0.1,0%,-20%
CC(C)Nc1nc(NC(C)C)nc(Oc2ccc(=O)n(C)n2)n1,9,-12%,-10%,3%,?,-9%[57.1 µM],-0.2,-12%,-12%
CCCN1C(C)C(C(=O)OCC)=CN(Cc2ccc(Br)cc2)S1(=O)=O (configuration not stated),16,9%,18%,-3%,-4%,-8%,1.8,-4%,3%
CCOC(=O)C1(CC2CCCCO2)CCN(Cc2cccnc2)CC1 (configuration not stated),1,14%,10%,-5%,?,-9%,-1.7,4%,-9%
O=C(O)c1cc(S(=O)(=O)O)cc(Nc2c3ccccc3nc3ccccc23)c1O,-1,-33%,-12%,-27%,-8%,-23%[11.6 µM],0.6,10%,?
CC(Oc1ccc(Cl)cc1Cl)C(=O)NC(=S)N1CCc2ccccc21 (configuration not stated),8,29%,?,23%,-17%,-12%,-1.4,-2%,-11%
Cc1ccc[n+](CC(=O)Nc2cc(C(F)(F)F)ccc2Cl)c1,·,-16%,-6%,-3%,-2%,-3%[57.1 µM],-2.4,-7%,3%
Cc1cccc(N2CCN(C(=O)c3cc4n(n3)C(C(F)(F)F)CC(c3ccco3)N4)CC2)c1C (configuration not stated),13,15%,29%,10%,0%,-3%,-0.3,-30%,-9%
COc1ccc(C=C2Cc3ccccc3C2=O)cc1,-8,-15%,-14%,-9%,-16%,7%[57.1 µM],2.9,-11%,-23%
CN(C(=O)c1cc(COc2ccc(F)c(F)c2)on1)C1CCOC1 (configuration not stated),-1,0%,-2%,-1%,-8%,-5%,-4.5,6%,14%
CCCCN1C(=O)C(CC(=O)NCCc2ccccn2)CC(C(=O)N2CCOCC2)=C1C (configuration not stated),-3,10%,-10%,1%,3%,9%,-0.9,2%,7%
CO/N=C/CC(=O)c1ccc([N+](=O)[O-])c(CS(=O)(=O)c2ccc(Cl)cc2)c1,-26,2%,17%,9%,-10%,3%,2.9,4%,-3%
Cc1nc(-c2ccc3c(c2)OCO3)cs1,5,11%,5%,0%,?,-6%,2.7,5%,-6%
O=C(/C=C/c1ccc(S(=O)(=O)N2CCOCC2)cc1)N1CCN(c2ccccc2)CC1,1,0%,-6%,-8%,-15%,7%,-3.3,-7%,-1%
